Screening results from PubChem.
AmpC inh no detg – inhibitors of E. coli AmpC beta-lactamase without detergent; P00811; AmpC nitrocefin hydrolysis, absorbance 480 nm, 0.0001% Triton; Potency, µM (highest dose often 57.1 µM), inactives show at the highest dose activity change, negative = inhibition, usual class: inhibitors; 330,000 tested, 0.52% active;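 note: potency is the fitted concentration of half-maximal effect; plate controls were no compound for no effect and no enzyme for full effect; nearly all actives have a fitted effect of over 20% in size; some results filed as inactive show a strong effect at the top dose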
Target sequence (P00811 whole entry, looked up): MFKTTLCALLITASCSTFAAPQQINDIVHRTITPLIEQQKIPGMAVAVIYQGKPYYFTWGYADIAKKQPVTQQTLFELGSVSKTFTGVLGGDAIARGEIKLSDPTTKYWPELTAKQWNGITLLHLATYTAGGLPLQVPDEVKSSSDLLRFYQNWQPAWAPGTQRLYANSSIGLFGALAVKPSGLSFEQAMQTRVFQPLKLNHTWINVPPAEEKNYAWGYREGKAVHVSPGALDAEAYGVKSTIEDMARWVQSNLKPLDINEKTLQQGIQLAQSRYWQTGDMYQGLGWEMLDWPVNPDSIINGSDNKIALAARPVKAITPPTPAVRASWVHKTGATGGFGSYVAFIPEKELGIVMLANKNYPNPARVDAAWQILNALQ
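20 mM phosphate pH 7.0 + 0.01% (detergent screen) or 0.0001% Triton X-100; 5.3 nM AmpC reagent; cpd preinc 15 min RT; nitrocefin (800 uM stock) to start; A480 q20 s × 4 min; Activity was normalised to no-enzyme and no-compound control wells.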
LmPK inh – LmPK (Leishmania mexicana) enzyme inhibition. Q27686. purified LmPK, Kinase-Glo ATP luminescence, 1 h. Potency, µM (series often up to 57.5 µM), for inactives: at the highest dose activity change, negative = inhibition, hits mostly inhibitors. 290,000 tested, 0.37% active; note: potency is the fitted concentration of half-maximal effect
Target sequence (Q27686 whole entry, looked up): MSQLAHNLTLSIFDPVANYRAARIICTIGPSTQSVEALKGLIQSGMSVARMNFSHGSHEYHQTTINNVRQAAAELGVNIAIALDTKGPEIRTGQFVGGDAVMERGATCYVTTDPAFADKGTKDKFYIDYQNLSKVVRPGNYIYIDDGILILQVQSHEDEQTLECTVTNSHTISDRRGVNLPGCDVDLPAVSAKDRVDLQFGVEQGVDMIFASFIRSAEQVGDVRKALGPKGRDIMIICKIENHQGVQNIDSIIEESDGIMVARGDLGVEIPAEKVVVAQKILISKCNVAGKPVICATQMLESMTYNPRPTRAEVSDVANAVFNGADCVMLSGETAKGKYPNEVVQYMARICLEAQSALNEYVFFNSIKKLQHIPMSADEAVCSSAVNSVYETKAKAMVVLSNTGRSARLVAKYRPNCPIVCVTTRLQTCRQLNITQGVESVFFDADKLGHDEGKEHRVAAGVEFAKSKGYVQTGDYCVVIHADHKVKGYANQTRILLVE
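ATP generated from ADP (0.1 mM) and PEP (0.5 mM) by 0.1 nM LmPK over 1 h at room temperature (pH 7.2 imidazole buffer) was detected by coupled luciferase luminescence. Values were normalized to uninhibited and no-enzyme wells.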
HCMV antiviral – inhibitors of human cytomegalovirus. HFF cells, HCMV-luciferase reporter, 72 h; active compounds read low. AID 1259415. activity change, negative = inhibition, % at 57.5 µM. 410,000 tested, 4.5% active; in the data active = activity change below about -60%; inconclusive = no clear call, values can overlap the other calls; inactive = above about -39%
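Two-dose cell screen: HFF monolayers treated with compounds and infected with luciferase-expressing HCMV at 1 PFU/cell, 72 h at 37C, then lysed for luciferase measurement.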
Sm TGR block – blocks Schistosoma mansoni thioredoxin glutathione reductase; Potency, µM (series often up to 114 µM), inactives show at the highest dose activity change, negative = inhibition, actives largely listed as inhibitors; AID 485364; 360,000 tested, 3% active; Q962Y6; purified TGR, DTNB reduction, TNB absorbance 405 nm; note: potency is the fitted concentration of half-maximal effect; nearly all actives have a fitted effect of over 60% in size
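Kinetic colorimetric format: TGR-catalysed, NADPH-driven DTNB reduction monitored via TNB absorbance. Enzyme dispensed at 20 nM; compound exposure 15 min at room temperature before reaction start.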
AmpC inh detg – blocks E. coli AmpC beta-lactamase in detergent assay. AmpC hydrolysis of nitrocefin, absorbance 480 nm, 0.01% Triton. Potency, µM (highest dose often 114 µM), without a hit: top-dose activity change, negative = inhibition, usual class: inhibitors. 370,000 tested, 0.041% active. AID 485294;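 note: potency is the fitted concentration of half-maximal effect; 0% = no-compound wells and -100% = no-enzyme wells; nearly all actives have a fitted effect of over 25% in size; some results filed as inactive show a strong effect at the top dose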
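20 mM phosphate pH 7.0 + 0.01% (detergent screen) or 0.0001% Triton X-100; 5.3 nM AmpC reagent; cpd preinc 15 min RT; nitrocefin (800 uM stock) to start; A480 q20 s × 4 min; Activity was normalised to no-enzyme and no-compound control wells.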
Tb PYK inh – blocks Trypanosoma brucei pyruvate kinase; Q57TT1; TbPYK enzyme, Kinase-Glo Plus ATP luminescence, 45 min; Potency, µM (series often up to 76.8 µM), for inactives: top-dose activity, negative = inhibition, most hits filed as inhibitors; 410,000 tested, 0.12% active; AID 624173; note: potency is the fitted concentration of half-maximal effect; nearly all actives have a fitted effect of over 50% in size
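TbPYK + substrate in 50 mM TEA pH 7.2, 100 mM KCl, 10 mM MgCl2, 0.05% BSA, 0.01% Tween-20; cpd pinned; ADP 130 uM final; 45 min RT; Kinase-Glo Plus 10 min; luminescence endpoint.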
AMA1-RON2 inh – disrupts binding of P. falciparum AMA1 to RON2; Potency, µM (highest dose often 58.2 µM), without a hit: top-dose activity change, negative = inhibition, most hits filed as inhibitors; AID 720542; 360,000 tested, 0.2% active; AlphaScreen AMA1-biotinylated RON2 peptide binding;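 note: potency is the fitted concentration of half-maximal effect; 0% = vehicle wells and -100% = peptide control; nearly all actives have a fitted effect of over 45% in size; some results filed as inactive show a strong effect at the top dose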
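AMA1 (3D7) with his tag at 25 nM final met compounds first, then biotinylated RON2 peptide at 25 nM; detection used donor plus acceptor beads, 10 µg/mL apiece, read by AlphaScreen after 30 min at room temperature.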
* marks the source's active call; other numbers are inactive results; u = inconclusive; x = no result given; [ ] = dose if it differs, or a comment. Unless noted, calls come from the whole dose curve; as a rule, active = well fitted curve in the direction sought with a large enough effect; inconclusive = small, poorly fitted or top-dose-only effect, or another doubt; inactive = no such curve, though single readings can be large; an effect the other way counts as inactive or inconclusive. Unless noted, % is set by controls: 0 for no effect and ±100 for the full control effect.

SMILES	AmpC inh no detg	LmPK inh	HCMV antiviral	Sm TGR block	AmpC inh detg	Tb PYK inh	AMA1-RON2 inh
O=C(Cn1cccc1C(=O)c1ccccc1)NCCCc1ccccc1	-6%	0%	-33	-4%	11%	2%	8%
Cc1ccc(NC(=O)c2cc(NC(=O)c3ccco3)ccc2N2CCCCC2)cc1	-27%	0%	-64*	-3%	u	3%	0%
COc1ccccc1NC(=O)C12CCC(C)(C(=O)C1)C2(C)C (stereo not drawn)	-13%	4%	u	4%	-14%	-1%	-1%
NC(=O)c1ccc(NC(=O)CCNC(=O)c2ccco2)cc1	-11%	2%	-22	-9%	-3%	-2%	12%
CCOC(=O)c1c(C)oc2ccc(OCC(=O)N(CC)CC)cc12	42%	4%	-5	3%	-5%	1%	8%
C=C1C2C[C@H](O)C(C)(C)[C@@]2(O)[C@H](O)C[C@]23C[C@@](C)(O)[C@H](CC[C@H]12)[C@H]3OC(C)=O (stereo partly drawn)	-5%	-2%	-1	-7%	u	3%	3%
Oc1ccc(/C=N/N=C/c2ccc(O)c(O)c2)cc1O	-18%	-6%	-3	u	-26%	-7%	u
CN(Cc1c(C(=O)N/N=C/c2cccc(O)c2)nnn1-c1nonc1N)C1CCCCC1	-11%	-1%	0	1%	5%	-10%	6%
O=c1cc(CN2CCN(c3ccc(Cl)c(Cl)c3)CC2)c2c(ccc3ccccc32)o1	x	x	-1	x	x	-3%	-2%
O=C(NCc1ccccc1)c1ccc2c(c1)CCN2S(=O)(=O)c1ccc(Cl)cc1	x	x	-22	1%	20%	2%	x

Compound profiles, as listed above.
NC(=O)c1ccc(NC(=O)CCNC(=O)c2ccco2)cc1 reads AmpC inh no detg = -11%; LmPK inh = 2%; HCMV antiviral = -22; Sm TGR block = -9%; AmpC inh detg = -3%; Tb PYK inh = -2%; AMA1-RON2 inh = 12%
COc1ccccc1NC(=O)C12CCC(C)(C(=O)C1)C2(C)C (stereo not drawn) reads AmpC inh no detg = -13%; LmPK inh = 4%; HCMV antiviral = u; Sm TGR block = 4%; AmpC inh detg = -14%; Tb PYK inh = -1%; AMA1-RON2 inh = -1%
Oc1ccc(/C=N/N=C/c2ccc(O)c(O)c2)cc1O reads AmpC inh no detg = -18%; LmPK inh = -6%; HCMV antiviral = -3; Sm TGR block = u; AmpC inh detg = -26%; Tb PYK inh = -7%; AMA1-RON2 inh = u

Entries listed so far with a Cl atom:
SMILES	AmpC inh no detg	LmPK inh	HCMV antiviral	Sm TGR block	AmpC inh detg	Tb PYK inh	AMA1-RON2 inh
O=c1cc(CN2CCN(c3ccc(Cl)c(Cl)c3)CC2)c2c(ccc3ccccc32)o1	x	x	-1	x	x	-3%	-2%
O=C(NCc1ccccc1)c1ccc2c(c1)CCN2S(=O)(=O)c1ccc(Cl)cc1	x	x	-22	1%	20%	2%	x

Going on with the list.
SMILES	AmpC inh no detg	LmPK inh	HCMV antiviral	Sm TGR block	AmpC inh detg	Tb PYK inh	AMA1-RON2 inh
COc1cc(C(=O)OCCCc2cc3ccccc3c(=O)o2)cc(OC)c1OC	-4%	x	2	-7%	3%	-4%	0%
O=C(Nc1ccc(N2CCOCC2)cc1)c1cc2c(s1)CCCCC2	52%	5%	-25	3%	0%	-9%	-29%
O=C(COC(=O)c1cc(S(=O)(=O)N2CCOCC2)c(Cl)cc1Cl)NC1CC1	-3%	x	-5	-4%	-12%	-1%	-6%[11.6 µM]
C/C(=N\NC(=O)c1nnn(-c2nonc2N)c1-c1cccs1)c1cccc(O)c1	-40%	0%	7	-10%	-8%	0%	1%
CC(NC(=O)/C(C#N)=C/c1cccs1)c1ccccc1 (stereo not drawn)	-16%[11.4 µM]	6%	-25	-11%	-10%	-1%	-16%
O=C(N/N=C/C(Cl)=C/c1ccc([N+](=O)[O-])cc1)C(=O)Nc1ccc(C(=O)O)cc1	-23%	3%	u	u	0%	-2%	46%[activator]
Cc1ccc(Cl)cc1NC(=O)CCn1cccc1	-11%	-1%	-33	u	1%	0%	-15%
O=[N+]([O-])/C(C(=C(Cl)Cl)N1CCN(Cc2ccccc2)CC1)=C1\NCCN1Cc1ccc(Cl)nc1	161%[activator]	-1%	-14	-19%	-1%	3%	-4%
CC(C)CN(C(=O)C1CSC2(C)CCC(=O)N12)c1c(N)n(Cc2ccccc2)c(=O)[nH]c1=O (stereo not drawn)	-15%	-5%	25	-24%	-15%	-8%	9%
COc1ccc(CN(C)C(=S)Nc2ccc(OC(F)F)cc2)cc1	-16%	12%	7	-6%	1%	2%	-13%
Cc1ccc(-n2ncc(C(=O)NCCN3CCc4ccccc4C3)c2C2CCNCC2)cc1C	x	x	-24	-7%	-1%	2%	x
CCCS(=O)(=O)N1CCCC(C(=O)NC2CCCC(C)C2C)C1 (stereo not drawn)	-1%	-2%	-5	1%	u	-2%	-1%
Cc1nnc(SCC(=O)Nc2sc3c(c2C(N)=O)CCC(C)C3)[nH]c1=O (stereo not drawn)	-12%	x	0	-4%	2%	1%	37%[activator]
CC1(C)CC(NC(=O)COc2ccc(Cl)cc2Cl)CC(C)(C)N1	-7%	13%	0	3%	u	3%	16%
C[N+]1(CC(COCc2ccccc2)OC(=O)Cc2ccccc2)CCOCC1 (stereo not drawn)	4%	2%	-20	-1%	u	-19%	-9%
CCOc1ccc(NCc2cccn2-c2nnc(N3CCC(C(=O)NCc4ccccc4Cl)CC3)s2)cc1	x	x	-30	u	23%	-8%	x
CCOC(=O)c1cc2c(=O)n3ccccc3nc2n(CC2CCCO2)c1=NC(=O)c1ccc(C(C)(C)C)cc1 (stereo not drawn)	x	x	24	2%	7%	8%	x
CC1(C)C2CCC1(CS(=O)(=O)Nc1ccc(S(=O)(=O)N3CCCCC3)cc1)C(=O)C2 (stereo not drawn)	-56%	-3%	1	-18%	-10%	-6%	0%
N#Cc1ccc(C(=O)NC(=S)N2CCOCC2)cc1	-11%	x	-18	x	x	-9%	120%[activator]
O=C(OCc1ccccc1)/C(=C/c1cccc(Br)c1)NC(=O)c1ccco1	-16%	9%	-32	-8%	-1%	-7%	-3%
CC1(C)Nc2cccc3cccc(c23)N1	x	x	-40	x	x	18%	-14%
C=C(NC(=O)C(=C)NC(=O)c1csc(C2=NC3c4csc(n4)C4NC(=O)c5csc(n5)C(C(C)(O)C(C)O)NC(=O)C5CSC(=N5)/C(=C/C)NC(=O)C(C(C)O)NC(=O)c5csc(n5)C3(CC2)NC(=O)C(C)NC(=O)C(=C)NC(=O)C(=C)NC(=O)C(C(C)C)NC2C=Cc3c(C(C)O)cc(nc3C2O)C(=O)OC4C)n1)C(N)=O (stereo not drawn)	x	x	-98*	x	x	-3%	67%[activator]
CC(C)N(C(=O)CSc1nc2ccccc2c(=O)[nH]1)C(C)C	-9%	3%	43	-5%	1%	-23%	11%
CC(C)(C)OC(=O)N1CCC(C(=O)N2CCC[C@H]2C(=O)O)CC1	-19%	-1%	62	5%	-4%	5%	-5%
CCOC1=C2CN(S(=O)(=O)c3ccc(C)cc3)[C@@H](c3cccc4ccccc34)C[C@H]2[C@H]2C(=O)N(c3ccccc3)C(=O)[C@H]2C1	x	x	17	x	x	-4%	10%
O=C(Cn1cnc2scc(-c3ccc(Cl)cc3)c2c1=O)N1CCOCC1	43%	1%	32	1%	-6%	6%	0%
O=c1[nH]c(=S)[nH]c2c1[C@H](C1CC1)O[C@H](CCc1ccccc1)C2	x	x	-4	x	x	-5%	2%
COc1ccc(CCNC(=O)Nc2cccc([N+](=O)[O-])c2)cc1OC	-8%	1%	-10	x	0%	3%	7%
FC(F)(F)c1nnc(-c2ccccc2)nc1N1CCCC1	-20%	3%	-18	7%	4%	-4%	15%
O=C(NC(=S)NCCOCc1ccc(Cl)cc1)c1cccnc1	4%	0%	-16	-20%	1%	-4%	37%[activator]

Brought forward from above: 3 entries, followed by the next part.
SMILES	AmpC inh no detg	LmPK inh	HCMV antiviral	Sm TGR block	AmpC inh detg	Tb PYK inh	AMA1-RON2 inh
COc1ccc(CCNC(=O)Nc2cccc([N+](=O)[O-])c2)cc1OC	-8%	1%	-10	x	0%	3%	7%
FC(F)(F)c1nnc(-c2ccccc2)nc1N1CCCC1	-20%	3%	-18	7%	4%	-4%	15%
O=C(NC(=S)NCCOCc1ccc(Cl)cc1)c1cccnc1	4%	0%	-16	-20%	1%	-4%	37%[activator]
CN(C)CCN(Cc1cc2cc3c(cc2[nH]c1=O)OCO3)C(=S)NCc1ccco1	-46%	2%	-2	-1%	-1%	3%	-4%
CN(C)CCCOC(=O)COc1ccc(C(C)(C)C)cc1	-1%	-6%	33	8%	4%	2%	4%
CC(C)C(NC(=O)c1ccc(C(C)(C)C)cc1)C(=O)Nc1cccc(S(N)(=O)=O)c1 (stereo not drawn)	-37%	2%	-21	-1%	-2%	-17%	11%
CC(O)/C=C/C1OC(=O)CC1Nc1ccc(C=O)cc1 (stereo not drawn)	6%	2%	0	-3%	0%	9%	19%
O=C(Nc1ccc(Oc2nnc(-c3ccccc3)c3ccccc23)cc1)c1ccccc1	-30%	2%	-60*	-14%	-17%	-5%	1%
CCCn1c2ccccc2c2cnn(CC(=O)NCC3CCN(Cc4ccc(F)cc4)CC3)c(=O)c21	x	x	u	-11%	-4%	2%	x
O=S1(=O)C[C@@H](N2CCN(CC3CC3)CC2)[C@H](COCc2ccccc2)N1	x	x	-3	x	x	0%	2%
COc1ccc(NC(=O)CC2C(=O)NCCN2C(=O)c2ccc(N(C)C)cc2)cc1 (stereo not drawn)	-10%	4%	-4	-8%	-2%	-9%	22%
